NFkB transloc pot – enhancers of NFkB p65 translocation in HUVEC – imaging, IL-1B stimulus, high-content imaging, primary screen; actives 0.3% (n = 94,000); activation, % at 2 µM; HUVEC IL-1B NFkB p65 nuclear translocation imaging; AID 819, 2007;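 active = activation above 40%, about the mean plus 3 SD, also judged a hit on visual image review; inconclusive = activation above 40% but not a hit on visual review; inactive = activation not above 40% and no visual hit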;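 also: percent activation is computed from the nuclear over cytoplasmic p65 intensity ratio; values of inactives mirror those of a sister screen read the other way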
MRP reversal – reversal of MRP1-mediated doxorubicin resistance, primary screen, H69AR cells, doxorubicin co-treatment | actives 0.04% (n = 85,000) | H69AR cells + 2 uM doxorubicin, CellTiter-Glo, 72 h | AID 602, 2007 | differential viability (reversal), % at 10 µM;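 active = viability drop by adding the cancer drug above about 55%, with treated viability meeting a 40% cutoff, limit read from the data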;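 also: viability without doxorubicin minus viability with 2 µM doxorubicin for each compound; larger differential means the compound sensitizes cells more to doxorubicin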
PLAP inhibition – PLAP enzyme inhibitors, biochemical, luminescence, HTS (AID 690); Alkaline phosphatase, placental type (Homo sapiens); one-dose inhibition, % at 20 µM; IC50 in µM for titrated hits; purified PLAP, luminescent substrate; higher % means a stronger effect; actives 0.08% (n = 96,000); in the data active = a potency from the dose series; inactive = the rest, 99 in 100 with inhibition below about 30%; also: strong numbers were not always called active
IL1B NFkB inh – inhibitors of IL-1B driven NFkB p65 nuclear import, primary screen, imaging, HUVEC, IL-1B stimulus, high-content imaging; actives 0.43% (n = 94,000); HUVEC IL-1B NFkB p65 nuclear translocation imaging; inhibition, % at 2 µM;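 active = inhibition above about 30% together with a positive call from visual inspection of the well image, limit read from the data; inconclusive = inhibition above a set limit but visual check negative; inactive = inhibition not above a set limit, visual check negative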;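 also: nuclear over cytoplasmic p65 intensity ratio measured by imaging; 0% = IL-1B stimulated DMSO wells and 100% = unstimulated DMSO wells; values of inactives mirror those of a sister screen read the other way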
Bcl-B TR3 displacers – displacers of TR3 peptide from Bcl-B, primary screen, selectivity assay for Bfl-1 inhibitor project, biochemical, fluorescence polarization; Bcl-2-like protein 10 (Homo sapiens); FP displacement of FITC-TR3 peptide from Bcl-B; higher % means a stronger effect; one-dose displacement, % at 20 µM; IC50 in µM for titrated hits; actives 0.11% (n = 96,000); AID 748, 2007;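 active = displacement above 50% at 20 µM plus a fluorescence interference ratio under 1.5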;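 also: plate controls were wells without compound for no effect and wells lacking Bcl-B protein for full effect; a part of the inactive calls stands beside numbers as strong as those of hits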
MRP reversal cytotoxicity – second read-out of MRP reversal, no call of its own (marks repeat the call); viability, %; H69AR cells, CellTiter-Glo, 72 h; measured here: cytotoxicity without doxorubicin
MRP reversal with doxorubicin – recorded beside MRP reversal, whose call it bears; viability, %; measured here: viability with 2 uM doxorubicin; stronger effect = lower value
IL1B NFkB inh cell count 2 µM – second read-out of IL1B NFkB inh, no call of its own (marks repeat the call); cell count; measured here: cells passing quality filter;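 raw number of nuclei counted in each imaged well without normalization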
NFkB transloc pot cell count 2 µM – also measured in NFkB transloc pot; calls as there; cell count; measured here: cells passing quality filter
* marks the source's active call; other numbers are inactive results; ? = inconclusive; nt = no result given. The list is partial (hit frequency here may not be typical).

SMILES	NFkB transloc pot	NFkB transloc pot cell count 2 µM	MRP reversal	MRP reversal cytotoxicity	MRP reversal with doxorubicin	PLAP inhibition	IL1B NFkB inh	IL1B NFkB inh cell count 2 µM	Bcl-B TR3 displacers
Cc1ccc(Cn2ccc(NC(=O)CCSc3nc(-c4ccco4)cc(C(F)(F)F)n3)n2)cc1	12	113	-43	14	57	-31%	-12	113	-52%
CC(=O)Cc1nsc(NC(=O)c2ccc(COc3ccc(C)cc3)o2)n1	9	110	14	93	78	-35%	-9	110	-1%
C=CCNC(=O)C(C)Sc1ccc(Cl)cc1 (stereo not drawn)	13	139	4	91	87	-9%	-13	139	-3%
O=C(Nc1cccnc1)C1(F)C(F)(F)C(F)(F)C(F)(F)C(F)(F)C1(F)F	nt	nt	9	81	72	5%	nt	nt	16%
CN(C)C(=O)CSc1nc2ccccc2c(=O)[nH]1	-6	136	12	99	87	-25%	6	136	-10%
Cc1ccccc1CN1CCN(C(=O)c2cccc(F)c2)CC1	-1	155	19	103	84	-33%	1	155	-8%
COc1cccc(/C=C2/CN(C)CC3=C2OC(N)=C(C#N)C3c2cccc(OC)c2)c1 (stereo not drawn)	6	139	29	59	30	nt	-6	139	nt
CCN1/C(=C/c2ccc3cccc(C)c3[n+]2CC)Sc2ccccc21	-4	121	nt	nt	nt	12µM*	4	121	-118%
Cc1cc(-n2ccc(=O)[nH]c2=O)nc(-c2ccccc2)n1	17	196	-9	79	88	-10%	-16	196	7%
CCCOC(=O)c1c(NC(=O)CSc2nc(-c3ccco3)cc(C(F)(F)F)n2)sc(C(=O)OC)c1C	15	77	12	88	76	-52%	-10	163	-35%
Cc1cccc(CN2CCC(C(N)=O)CC2)c1	nt	nt	5	105	100	16%	nt	nt	8%
O=c1c(-c2ccccc2)coc2c(CN3CCCC3)c(O)ccc12	-15	41	12	103	90	-23%	16	41	0%
O=C(NCCCCO)C(F)(F)C(F)(F)C(F)(F)C(=O)NCCCCO	-1	148	2	95	93	-15%	1	148	9%
COCCN(C(=O)CCC(=O)Nc1ccccn1)C(C(=O)NC1CCCC1)c1ccc(OC)cc1 (stereo not drawn)	23	126	-31	52	83	nt	-23	126	nt
Cc1ccc(CC2CC(=O)N(c3ccncc3)C2=O)cc1 (stereo not drawn)	-8	117	6	99	93	-4%	8	117	6%
COc1cccc(C2=CC(c3ccc(N(C)C)cc3)n3ncnc3N2)c1 (stereo not drawn)	20	129	12	95	83	-2%	-20	129	-20%
Cc1cccc(-n2ncc3c(NCc4ccc5c(c4)OCO5)ncnc32)c1	3	155	0	81	81	-3%	-3	155	-3%
CCCC(c1nnnn1Cc1ccco1)N1CCN(C2CCCC2)CC1 (stereo not drawn)	nt	nt	6	93	87	-54%	nt	nt	10%
Cc1csc(NC(=O)CSc2nnc(-c3ccoc3C)n2Cc2ccco2)n1	5	85	9	82	73	-36%	-5	85	-13%
Cc1cc(=O)[nH]c(-c2ccccc2O)n1	-8	129	3	88	85	12%	8	129	-1%
CCOC(=O)C1CCN(c2nc3ccccc3nc2C(C#N)C(=O)OC(C)COC)CC1 (stereo not drawn)	nt	nt	23	63	40	-5%	nt	nt	-9%
CCN(CC)CCNC(=O)c1ccc(CS(=O)(=O)c2ccc(Br)cc2)o1	1	43	12	97	85	nt	-1	43	nt
Cc1nnc(SCC(N)=O)n1CCc1ccccc1	10	143	-4	87	91	nt	-10	143	nt
O=C(OCc1ccccc1)N1CCOCCOCCN(C(=O)OCc2ccccc2)CCOCCOCC1	-1	124	nt	nt	nt	-36%	0	124	7%
CC1(C)CC(=O)C(C(=O)CCCCC(=O)C2C(=O)CC(C)(C)CC2=O)C(=O)C1	nt	nt	-13	75	88	10%	nt	nt	-7%
CC[n+]1ccc(C)c2cc(S(=O)C(F)(F)F)ccc21 (stereo not drawn)	-7	110	-20	76	96	9%	7	110	71%
Nc1ccc(Cc2nc3c(ccc4ccccc43)[nH]2)cc1	2	132	nt	nt	nt	1%	-2	132	-13%
O=C(CSc1ncn(-c2ccccc2)n1)c1cccs1	9	166	17	97	79	16%	-9	166	-12%
CCN(CC)C(=O)c1cc2c(=O)n3cccc(C)c3nc2n1C	-2	125	7	67	61	-6%	2	125	1%
CC(C)OC(=O)C(CC(=O)O)NCc1ccccc1 (stereo not drawn)	-15	110	nt	nt	nt	-15%	15	110	-4%
O=C(CCCC(=O)N(c1ccc2c(c1)OCCO2)C(C(=O)NC1CCCCC1)c1ccc(F)cc1)Nc1ccccn1 (stereo not drawn)	9	133	nt	nt	nt	-20%	-9	133	1%
COCCn1nnnc1SCC(=O)c1ccc(F)cc1	4	134	12	90	78	nt	-4	134	nt
CN=C(Nc1ccc2c(c1)OCO2)SC1CC(=O)N(c2ccccc2)C1=O (stereo not drawn)	38	121	6	78	72	nt	-38	121	nt
CO/N=C(/CNC(=O)c1ccccc1Cl)c1ccc(Cl)cc1	-11	111	nt	nt	nt	-11%	11	111	1%
COc1ccccc1CC(NC(C)=O)C(=O)N1CCN(C(=O)c2cccs2)CC1 (stereo not drawn)	20	129	17	93	76	nt	-20	129	nt
CCOC(=O)Nc1sc(C(=O)N(CC)CC)c(C)c1C(=O)OCC	0	108	-12	64	76	-2%	0	108	0%
Cc1ccc2c(c1)nnn2C1CCN(S(=O)(=O)c2cccc(S(=O)(=O)N(C)C)c2)CC1	nt	nt	-9	71	80	-73%	nt	nt	-38%
Cc1ccc(OCC(=O)Nc2oc(-c3ccccc3)c(-c3ccccc3)c2C#N)cc1	8	168	-13	28	42	nt	-8	168	nt
COc1ccc(C2Nc3ccccc3C(=O)N2c2ccc(C)cc2)cc1Cn1nc(C)c([N+](=O)[O-])c1C (stereo not drawn)	16	135	nt	nt	nt	-25%	-16	135	8%
CCN1CCCC1CNC(=O)Cn1cc2c(n1)CCC(C)C2 (stereo not drawn)	nt	nt	-1	97	98	8%	nt	nt	-6%
O=C(O)c1ccc2nc(CO)[nH]c2c1	3	178	nt	nt	nt	19%	-4	178	-3%
N/C(=N\OC(=O)c1ccco1)c1cccc(Br)c1	12	140	9	93	84	23%	-12	140	9%
O=C(c1cc2n(n1)C(C(F)(F)F)CC(c1ccco1)N2)N1CCc2ccccc2C1 (stereo not drawn)	-11	30	-5	75	80	-16%	11	30	-1%
Cc1cc(O)c(C(C)C)cc1NC(=O)c1cccc(Cl)c1	-5	199	nt	nt	nt	13%	5	199	3%
COc1ccc(CNC(C)C2COc3ccccc3O2)c(OC)c1 (stereo not drawn)	-4	144	17	81	64	-25%	4	144	-1%
COc1ccccc1NC(=O)CSc1nc2ccccc2n1C(C)=O	-9	196	7	93	86	-8%	9	196	-10%
O=C(COc1ncnc2ccc(Br)cc12)N1CCOCC1	-4	94	-17	68	84	4%	4	94	-6%
Cc1ccc(-n2c(N)c(C#N)c(-c3ccccc3)c(C#N)c2=O)cc1	-2	131	nt	nt	nt	-6%	2	131	3%
COCCNC(=O)C(C)Oc1ccc(Cl)cc1Cl (stereo not drawn)	2	104	nt	nt	nt	-10%	-2	104	-6%
Cc1ccc2[nH]c3c(=O)n(Cc4ccccn4)cnc3c2c1	-16	175	-2	93	95	19%	16	175	-5%
Cc1nnc(SC2CC(=O)N(c3ccccc3)C2=O)s1 (stereo not drawn)	-3	89	0	94	94	nt	3	89	nt
CC(C)C(=O)Nc1ccc(N2CCN(S(C)(=O)=O)CC2)cc1	10	197	-2	102	103	15%	-10	197	-11%
Cc1csc(=NC(=O)c2ccccc2)n1CCO	-3	154	nt	nt	nt	21%	3	154	-6%
Cc1nn(C)c(Oc2ccc(Cl)cc2)c1C(=O)Nc1ccc(F)cc1F	5	145	nt	nt	nt	-6%	-5	145	9%
CCCCN(CCCNC(=O)C1CCN(S(=O)(=O)N2CCOCC2)CC1)Cc1ccccc1	15	126	15	99	84	-54%	-15	126	-4%
CCOc1c2ccc(C(=O)N[C@H](C)C3CCCCC3)cc2nn1CCOC	-4	156	nt	nt	nt	-49%	4	156	4%
CN(C(=O)c1cccc(C#N)c1)c1nnc(-c2cnccn2)s1	-6	109	-1	95	96	-5%	6	109	-2%
CCN(CC)c1cc2nc(C)n(Cc3ccccc3)c(=O)c2cc1NC(=O)C1CC1	11	103	-6	80	86	nt	-11	103	nt
CCOc1ccc(N(CC(=O)O)S(=O)(=O)c2ccc(F)cc2)cc1	1	111	13	104	91	-28%	-2	111	-5%
Cc1ccc(-c2ccc(/C=C3\C(=O)ON=C3c3ccccc3)o2)c([N+](=O)[O-])c1	10	157	nt	nt	nt	-14%	-10	157	4%

Reprinted from the part before: four entries; new compounds follow.
SMILES	NFkB transloc pot	NFkB transloc pot cell count 2 µM	MRP reversal	MRP reversal cytotoxicity	MRP reversal with doxorubicin	PLAP inhibition	IL1B NFkB inh	IL1B NFkB inh cell count 2 µM	Bcl-B TR3 displacers
CN(C(=O)c1cccc(C#N)c1)c1nnc(-c2cnccn2)s1	-6	109	-1	95	96	-5%	6	109	-2%
CCN(CC)c1cc2nc(C)n(Cc3ccccc3)c(=O)c2cc1NC(=O)C1CC1	11	103	-6	80	86	nt	-11	103	nt
CCOc1ccc(N(CC(=O)O)S(=O)(=O)c2ccc(F)cc2)cc1	1	111	13	104	91	-28%	-2	111	-5%
Cc1ccc(-c2ccc(/C=C3\C(=O)ON=C3c3ccccc3)o2)c([N+](=O)[O-])c1	10	157	nt	nt	nt	-14%	-10	157	4%
COc1ccc(CSc2nnnn2C)cc1F	-6	199	2	101	98	4%	6	199	-3%
Cc1ccc(C)c(N2C(=O)CN=C2Nc2ccccc2Cl)c1	5	100	-15	73	88	4%	-5	100	-3%
COc1ccc(/C=N\NS(=O)(=O)c2ccc(C)cc2)cc1COc1ccccc1[N+](=O)[O-]	6	142	-15	65	81	nt	-6	142	nt
COc1cc(C(=O)Nc2cccc3ncccc23)cc(OC)c1OC	nt	nt	2	82	79	-1%	nt	nt	6%
O=C(Nc1ccccc1O)c1ccccc1O	-5	110	-20	89	109	-22%	5	110	-1%
Cc1ccc(NCc2nnc(SCC(=O)Nc3ccccc3)n2CC2CCCO2)c(C)c1 (stereo not drawn)	?	nt	11	95	84	-42%	-85	180	-3%
CN(C)CCNc1ncnc2c1cnn2-c1ccc(Cl)cc1	26	180	-7	76	83	-53%	-26	180	-10%
Nn1c(Cc2cccc3ccccc23)nnc1SCC(=O)N1CC(=O)Nc2ccccc21	0	127	6	93	87	-4%	0	127	16%
CCCOC(=O)c1c(NC(=O)/C=C/c2cnn(C)c2C)sc(C(=O)OCC)c1C	11	178	nt	nt	nt	-14%	-11	178	-8%
O=C(NCc1ccco1)c1nc2c(nnn2Cc2cccc(Cl)c2)c(=O)[nH]1	-3	95	-8	96	105	-41%	3	95	1%
CCC(=O)Nc1nnc(SCc2ccc(F)cc2)s1	13	110	45	105	60	nt	-13	110	nt
CCOC(=O)c1c(C)[nH]c(C)c1C(=O)CSc1nnc(-c2ccc(OC(F)F)cc2)o1	9	96	8	96	89	1%	-9	96	2%
CCC(C)c1ccc(NC(=O)C2CCCN(c3ncccn3)C2)cc1 (stereo not drawn)	2	102	nt	nt	nt	-22%	-2	102	-4%
Cc1ccccc1Nc1nc(-c2sc(NC(=O)c3cccc(Cl)c3)nc2C)cs1	5	165	nt	nt	nt	-18%	-5	165	4%
CCn1c2ccccc2c2cc(NC(=O)CSc3nnc(-c4cccc(Cl)c4)o3)ccc21	15	125	nt	nt	nt	17%	-15	125	-6%
CN(C)CCn1c(NC(=O)c2ccc(Cl)cc2)nc2ccccc21	8	203	-8	45	53	-132%	-8	203	7%

Source: PubChem
